Lipid storage S3 – qHTS Assay for Lipid Storage Modulators in Drosophila S3 Cells; Drosophila S3 cells, BODIPY lipid droplet fluorescence, 18-24 h; cells fed with added oleic acid; lipid storage change, negative = inhibition, % at the top dose, mostly 46.1 µM; hits show Potency in µM; 0.64% of 320,000 active; AID 2685; active = well fitted inhibition curve with a large enough effect in the signal ratio, with a control signal flat, not every such curve was filed as active; inconclusive = small, poorly fitted or top-dose-only effect, or effect the other way, or a change in a side signal; the % refers to the signal ratio
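Drosophila S3 cells loaded with oleic acid (400 uM, as added) and compounds at several concentrations; lipid droplets imaged by 488-nm laser-scanning cytometry, 500–530 nm intensity and object ratio to cell channel. Percent activity normalized to 20 uM Triacsin C.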
Lipid storage S3 cell count max – also measured in Lipid storage S3; calls as there; cell number change, %; measured here: cell count max response;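 cells counted by Cell Tracker Red CMTPX staining in the red channel; peak over a dose series mostly up to 46.1 µM; percent activity relative to internal control wells on each plate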
An asterisk follows results filed as active; i = inactive; ? = inconclusive; . = not tested or not shown; [ ] = another dose, or the depositor's remark. % is set by controls: 0 for no effect and ±100 for the full control effect; potency is the fitted concentration of half-maximal effect.

[1] COCCNC(=O)/C(C#N)=C/c1ccc(C)o1
[2] Cc1ccc(C)c(S(=O)(=O)c2c(N)n(/N=C/c3ccco3)c3nc4ccccc4nc23)c1
[3] COc1ccccc1C(=O)NNS(=O)(=O)c1ccc(F)cc1
[4] N#Cc1cn(-c2cccc(C(F)(F)F)c2)c(=O)[nH]c1=O
[5] COc1cccc(N(CC(=O)NC2CCCC2)C(=O)CCC(=O)Nc2nccs2)c1
[6] COC(=O)c1ccc(NC(=S)NCCc2ccccc2C)cc1
[7] CC(OC(=O)c1ccccc1NCCO)C(=O)Nc1ccnn1C(C)C (centres undefined)
[8] CCSC1=NCN(CCCC(=O)O)CN1

assay / compound	1	2	3	4	5	6	7	8
Lipid storage S3	12%	?	-20%	-3%	?	-4%	?	?
Lipid storage S3 cell count max	28	.	-9	7	.	0	.	.

[9] Cc1cc(NC(=O)C2CC(c3c(F)cccc3Cl)=NO2)n(-c2ccccc2)n1 (centres undefined)
[10] CC1=C(C(=O)N2CCOCC2)C(c2ccc(O)cc2)NC(=S)N1 (centres undefined)
[11] NC(=S)Nc1ccc(F)c(F)c1F
[12] COc1cc(/C=N/NC(=S)NC2CC3C=CC2C3)cc(OC)c1OC (centres undefined)
[13] CCN1CCc2nc(NC(=O)C(c3ccccc3)c3ccccc3)sc2C1
[14] CC(=O)Nc1ccc(NC(=O)C(C)OC(=O)c2cc(S(=O)(=O)N(C)C)ccc2N2CCCC2)cc1 (centres undefined)
[15] CCOC(=O)N1CCN(C(=O)C2CCN(S(=O)(=O)CC)CC2)CC1
[16] COc1ccc2nc(C)c(C(=O)OCCN(C)C)cc2c1

assay / compound	9	10	11	12	13	14	15	16
Lipid storage S3	0%[9.22 µM]	?	?	?	21µM*	?	?	?
Lipid storage S3 cell count max	-5	.	.	.	-8.2*	.	.	.

[17] COc1ccc2c(c1)C(=O)CC(c1ccc3c(c1)OCCO3)O2 (centres undefined)
[18] CC(CCc1ccccc1)NC(=O)Cc1cccs1 (centres undefined)
[19] COc1cccc(NC(=O)COC(=O)Cc2ccc(Br)cc2)c1
[20] Cc1ccc(-c2nc(SC(C)C(=O)N3CCOCC3)n[nH]2)cc1 (centres undefined)
[21] Nc1ccccc1-c1nc2ccccc2c(=O)o1
[22] COc1ccc(OC)c(CCNC(=O)C(C)n2nc(C)c3c(C)n(-c4ccccc4)nc3c2=O)c1 (centres undefined)
[23] COc1cc(C(=O)N2CCN(C(=O)c3ccccc3)CC2)cc(OC)c1OC
[24] CN(C)CCOc1ccc(C(C)(C)c2ccccc2)cc1

assay / compound	17	18	19	20	21	22	23	24
Lipid storage S3	8%	2%	10%	?	11%	?	?	14%
Lipid storage S3 cell count max	3	26	12	.	-16	.	.	11

[25] CCN(c1ccccc1)S(=O)(=O)c1ccc(OC)c(NC(=O)CN2C(=O)NC(C)(C)C2=O)c1
[26] COc1cc(C(=O)Nc2cc(-c3nc4cc(C)ccc4o3)ccc2C)cc(OC)c1OC
[27] CCOc1ccc2c(C)cc(=O)oc2c1OCC
[28] CCOC(=O)c1c(N)sc(-c2ccccc2)c1C
[29] CCCCCCCNC(=O)C1(CC2CC(c3ccccc3)=NO2)CCN(C(=O)OC(C)(C)C)CC1 (centres undefined)
[30] CCOc1ccccc1N(CC(=O)Nc1ccc2c(c1)OCCO2)S(C)(=O)=O
[31] COc1ccc(CNCCC(c2ccc(F)cc2)c2ccc(OC)cc2)cc1 (centres undefined)
[32] CSc1nc(Sc2ccccc2)c2ccccc2n1

assay / compound	25	26	27	28	29	30	31	32
Lipid storage S3	10%	?	?	-3%	i	?	?	11%
Lipid storage S3 cell count max	-4	.	.	-22	-20	.	.	97

[33] O=S(=O)(Nc1cccc(CCc2ccccn2)c1)c1cc(Cl)ccc1Cl
[34] CC(OC(=O)Cc1ccsc1)C(=O)Nc1ccc(Cl)cn1 (centres undefined)
[35] CCOc1ccc(OCCSc2nc(C)cc(=O)[nH]2)cc1
[36] Cc1[nH]c2ccccc2c1/C=C(\C#N)C(=O)NCC1CCCO1 (centres undefined)
[37] Cc1cc(Br)c2[nH]c3c(c2c1)CCCC3=O
[38] O=C(CN1CCN(CC(=O)Nc2ccc(Cl)cc2)CC1)Nc1ccc(F)cc1
[39] Cc1c(C#N)c(N=CN(C)C)c(C(=O)c2ccc(Br)cc2)n1-c1ccccc1
[40] Cc1ccccc1NS(=O)(=O)c1ccc2c(c1)n(C)c(=O)n2C

assay / compound	33	34	35	36	37	38	39	40
Lipid storage S3	8%	?	?	-6%	?	4%	?	-11%
Lipid storage S3 cell count max	3	.	.	-12	.	11	.	-1

[41] Cc1ccc(N(CC(=O)N/N=C/c2ccc(OCC(N)=O)cc2)S(C)(=O)=O)cc1Cl
[42] CC(C)CC(COCc1ccc(Cl)cc1)N1CCN(C(=O)c2ccc(Cl)cc2Cl)CCC1=O (centres undefined)
[43] COc1ccc(CCNS(=O)(=O)c2ccc(Br)cc2)cc1OC
[44] COc1ccc(Cl)cc1S(=O)(=O)Nc1ccc2c(c1)n(C)c(=O)n2C
[45] COc1cccc(/C=N/n2cnc3c(cnn3-c3ccccc3)c2=O)c1
[46] CCn1c(COc2ccc(C)cc2)nnc1SCC(=O)Nc1ccc2c(c1)OCCO2
[47] Cc1ccccc1-c1noc(-c2cccs2)n1
[48] COc1cc(C2C(S(=O)(=O)c3ccccc3)CON2C)ccc1OCc1ccc(F)cc1 (centres undefined)

assay / compound	41	42	43	44	45	46	47	48
Lipid storage S3	-9%	?	11%	i	8%	?	10%	?
Lipid storage S3 cell count max	10	.	-7	16	7	.	-20	.

[49] O=C(NCc1cccnc1)Nc1cccc(C(F)(F)F)c1
[50] COc1ccc(CC(=O)Nc2ccc(S(=O)(=O)Nc3cc(C)on3)cc2)cc1OC
[51] O=C(CN1CCN(CC(=O)Nc2ccccc2C(F)(F)F)CC1)Nc1ccccc1F
[52] CC1(C)CC(CC(=O)Nc2ccccc2[N+](=O)[O-])C(=O)O1 (centres undefined)
[53] O=C(CSCc1cc(=O)n2nc(C3CC3)sc2n1)Nc1ccccc1Cl
[54] Nc1ccccc1-c1nc2ccccc2s1
[55] COC(=O)C(CSCc1ccccc1)NC(=O)CSc1nc(C)cc(=O)[nH]1 (centres undefined)
[56] CC(=O)c1ccc(N2CCN(S(=O)(=O)c3cccc(S(=O)(=O)N4CCOCC4)c3)CC2)cc1

assay / compound	49	50	51	52	53	54	55	56
Lipid storage S3	?	?	0%	?	?	-14%	1%	0%
Lipid storage S3 cell count max	.	.	.	.	.	-20	2	13

[57] Nc1cc([N+](=O)[O-])ccc1Nc1ccc(O)cc1
[58] N#Cc1c(Sc2ncc(C(F)(F)F)cc2Cl)nsc1C/C=N\OCc1ccccc1Br
[59] Nc1ncnc(N2CCc3ccccc32)c1[N+](=O)[O-]
[60] CCCCOc1ccc(N2C(N)=NC(N)=NC23CCCCC3)cc1
[61] Cn1ncc([N+](=O)[O-])c1C(=O)N/N=C/c1cccc([N+](=O)[O-])c1
[62] Cn1c(C(=O)O)cc2cc(Oc3ccccc3)ccc21
[63] O=C(O)CC(C(=O)OC1CCCCC1)N1CCOCC1 (centres undefined)
[64] O=C(CCN1C(=O)/C(=C\C=C\c2ccccc2)SC1=S)Nc1ccc(C(=O)O)cc1

assay / compound	57	58	59	60	61	62	63	64
Lipid storage S3	-1%	?	?	15%	?	26%	-16%	?
Lipid storage S3 cell count max	-14	.	.	-1	.	-6	-4	.

[65] O=C(NC(=S)Nc1nc(-c2cccc([N+](=O)[O-])c2)cs1)c1cc(Cl)ccc1Cl
[66] CCOC(=O)C(NC(=O)c1ccccc1)(N1CCOCC1)C(F)(F)F (centres undefined)
[67] CC(C)(C)n1nnnc1C(c1ccc(C(F)(F)F)cc1)N(Cc1ccccc1)Cc1ccco1 (centres undefined)
[68] N/C(=N\OC(=O)c1ccccc1Cl)c1ccc(Cl)cc1
[69] Cc1ccc(Nc2nc(N)nc(CN3CCN(C(=O)c4ccco4)CC3)n2)cc1Cl
[70] C=CCc1cc(/C=C2/NC(=O)N(CC(=O)OC)C2=O)cc(OC)c1O
[71] CCOC(=O)N1CCN(C(c2ccccc2)c2sc3nc(C)nn3c2O)CC1 (centres undefined)
[72] CCn1c(=O)c2ccccc2n2c(SCC(=O)N3CCc4ccccc4C3)nnc12

assay / compound	65	66	67	68	69	70	71	72
Lipid storage S3	-9%	?	?	i	?	?	0%	?
Lipid storage S3 cell count max	9	.	.	.	.	.	2	.

Source: PubChem (National Center for Advancing Translational Sciences (NCATS))

The list is partial (hit frequency here may not be typical).
